# Assay outcomes as filed in PubChem.
# AID2073 = inhibitors of Mint1-CaV2.2 protein interaction, biochemical, HTRF (AID 2073); HTRF protein-protein interaction, Mint1-CaV2.2; higher % means a stronger effect; Voltage-dependent N-type calcium channel subunit alpha-1B (Homo sapiens); 0.19% of 290,000 active; inhibition, % at 20 µM, or IC50 in µM where a hit was titrated; in the data active means inhibition mostly above about 51%, no sharp cut-off; inconclusive means no clear call, values can overlap the other calls; inactive means mostly below about 53%; further: some results filed as inactive read as strong as hits
# WT yeast gro inh = growth inhibition of WT strain, primary screen, mitochondrial fusion inhibitor project, WT and mutant strains, chemical genetic. inhibition, % at 10 µM. mitochondrial fusion phenotypic screen. 2.1% of 190,000 active; in the data active means inhibition above about 58%; tested in S. cerevisiae
# NS5 inhibitors = Dengue-2 NS5 methyltransferase inhibitors, primary screen, biochemical, confirmation dose response (AID 588689). Dengue-2 NS5 methyltransferase capping enzyme assay, biochemical; higher % means a stronger effect. inhibition, % at 25 µM, or IC50 in µM where a hit was titrated. 0.3% of 340,000 active; in the data active means a potency from the dose series; inconclusive means inhibition above about 29% without an active follow-up result
# Autophagy HCS = autophagy modulators in MEF cells, primary screen, imaging, high-content, MEF GFP-LC3; MEF GFP-LC3 puncta imaging; test concentration mostly 10 µM; calls only at 10 µM (by protocol); 0.98% of 190,000 active; AID 463193, 2010;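 active means percentage of spot-positive cells more than 3 SD above its plate mean, without a fluorescence outlier flag or 80% toxicity; inconclusive means no clear call, values can overlap the other calls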;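 further: spot-positive cell cutoff set from DMSO-treated cells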
# RSV CPE inhibition = RSV antiviral activity via CPE protection, HEp-2 cells, primary 10 µM value included (AID 2391) | HEp-2 cells, RSV-induced CPE inhibition; higher % means a stronger effect | CPE inhibition, % at 10 µM; hits with a dose series show IC50 in µM | 0.13% of 310,000 active; in the data active means a potency from the dose series; inconclusive means CPE inhibition mostly from about 23% at the one dose, without a potency; inactive means the rest, 99 in 100 with CPE inhibition below about 21%; further: strong numbers were not always called active
# LYP phosphatase = inhibitors of LYP phosphatase, biochemical, fluorescence intensity, uHTS (AID 1779) | Tyrosine-protein phosphatase non-receptor type 22 (Homo sapiens) | recombinant LYP phosphatase, fluorescence intensity; higher % means a stronger effect | one-dose inhibition, % at 11.5 µM; IC50 in µM for titrated hits | 0.054% of 290,000 active; in the data active means inhibition above about 50%;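 further: plate controls were vehicle with enzyme for no effect and no enzyme for full effect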
# UTI89 phage lysis = inhibition of K1F phage lysis, E. coli UTI89, bacterial capsule biogenesis inhibitors, alamar blue (AID 488966) | E. coli UTI89 K1F phage lysis, alamar blue, 2 h; higher % means a stronger effect | inhibition, % at 100 µM; hits with a dose series show IC50 in µM | 0.02% of 340,000 active;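 active means phage lysis inhibition, versus mean bacterial control, above a set limit; inconclusive means no clear call, values can overlap the other calls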;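 further: capsule biogenesis inhibitors block K1F phage lysis so surviving cells raise fluorescence; higher fluorescence means more inhibition of phage lysis; actives were called in the ten point dose series up to 300 µM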
# GPR35 antagonists = GPR35 antagonists blocking zaprinast-driven arrestin recruitment, primary screen, imaging, U2OS, beta-arrestin-GFP, zaprinast agonist (AID 2058). one-dose inhibition, % at 10 µM; IC50 in µM for titrated hits. G-protein coupled receptor 35 (Homo sapiens). U2OS GPR35 beta-arrestin-GFP translocation imaging, zaprinast antagonism; higher % means a stronger effect. 0.052% of 290,000 active;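 active means inhibition of at least 50% with at least 30 cells and total cytoplasm GFP at most 10,000,000; inconclusive means under 30 cells or total GFP of 10,000,000 plus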
# NTR1 agonist = agonists of NTR1, primary screen, imaging, U2OS cells, beta-arrestin-GFP, high content (AID 493036); Neurotensin receptor type 1 (Homo sapiens), P30989; 0.17% of 330,000 active; activation, % at 20 µM; NTR1-U2OS beta-arrestin-GFP spot imaging, agonist mode;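 active means activation at or above 40% of the spot to cytoplasm intensity ratio, with at least 20 cells analyzed; inconclusive means wells under 20 cells, flagged as cytotoxic or low count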;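 further: 0% = DMSO without peptide and 100% = 100 nM NTR1 peptide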
# Target sequence (P30989 whole entry, looked up): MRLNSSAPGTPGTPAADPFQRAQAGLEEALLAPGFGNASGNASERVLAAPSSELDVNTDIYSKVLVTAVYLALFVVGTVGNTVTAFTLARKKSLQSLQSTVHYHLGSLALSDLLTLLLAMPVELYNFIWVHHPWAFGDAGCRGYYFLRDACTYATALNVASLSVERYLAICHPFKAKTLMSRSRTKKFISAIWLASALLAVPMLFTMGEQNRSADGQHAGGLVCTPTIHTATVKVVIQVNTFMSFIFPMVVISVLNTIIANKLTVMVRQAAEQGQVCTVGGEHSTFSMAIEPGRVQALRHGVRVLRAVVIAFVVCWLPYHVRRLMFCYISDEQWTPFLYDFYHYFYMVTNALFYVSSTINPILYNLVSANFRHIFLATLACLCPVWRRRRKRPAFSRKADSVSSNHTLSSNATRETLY
# WT yeast gro inh mutant strain = also measured in WT yeast gro inh; calls as there; inhibition, %; mitochondrial fusion phenotypic screen, mutant strain inhibition
# Autophagy HCS cell loss 18 h = recorded beside Autophagy HCS, whose call it bears; toxicity, %; measured here: cell loss, nuclei count;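 cell loss after 18 h compound exposure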
# NTR1 agonist cell count 20 µM = second read-out of NTR1 agonist, no call of its own (marks repeat the call); cell count; measured here: cell count, cytotoxicity flag
# NS5 inhibitors pilot replicate = further read-out of NS5 inhibitors, marked with its call; inhibition, %; measured here: pilot screen replicate inhibition
# Active calls of the source: *; i = inactive; ? = inconclusive; nt = not tested or not shown; [ ] = dose if it differs, or a comment.
SMILES,AID2073,WT yeast gro inh,WT yeast gro inh mutant strain,NS5 inhibitors,Autophagy HCS,Autophagy HCS cell loss 18 h,RSV CPE inhibition,LYP phosphatase,UTI89 phage lysis,GPR35 antagonists,NTR1 agonist,NTR1 agonist cell count 20 µM,others
CCc1nnc(NS(=O)(=O)c2ccc(NC(=O)c3cc4ccccc4oc3=O)cc2)s1,18%,20,3,nt,i,0,2.9%,2%,nt,-7%,-1.8,66,
COc1ccc2cc(-c3ccn[nH]3)ccc2c1,46%,nt,nt,3%,nt,nt,-1.1%,-4%,0.0%,-6%,-1.0,70,
Cc1c(CC(Cl)(Cl)Cl)c2c(n1O)CC(C)(C)CC2=O,5%,2,-34,6%,i,-40,1.8%,-3%,7.4%,11%,1.8,33,
Cc1ncsc1CCOC(=O)c1ccc(Cl)cc1,-8%,14,7,-1%,i,3,3.2%,-7%,-1.2%,12%,-0.4,34,
Cc1ccc(-c2csc3ncnc(SCC(=O)O)c23)cc1,8%,nt,nt,2%,nt,nt,0.5%,-1%,0.2%,1%,-1.2,54,
O=C(/C=C\c1ccc2c(c1)OCO2)NC1(C(=O)Nc2ccc3c(c2)OCCO3)CCCCC1,2%,7,8,0%,i,4,1.3%,2%,0.8%,4%,0.0,77,
CCOC(=O)C1(Cc2ccccc2)CCN(Cc2cnn(C(C)C)c2)CC1,0%,-3,0,5%,i,-32,-1.4%,-5%,0.3%,-1%,1.5,51,
CCOc1ccc(OCC(=O)OCC(=O)NNC(=O)c2ccc([N+](=O)[O-])cc2)cc1,nt,nt,nt,-1%,nt,nt,-0.1%,nt,0.5%[50 µM],nt,-0.9,50,
COc1ccc(CC(=O)N/N=C/c2cccn2-c2ccc([N+](=O)[O-])cc2)cc1OC,10%,-7,-1,-4%,i,9,21%,2%,0.2%[50 µM],2%,0.8,61,
CCCn1ccc2c(OCC(=O)Nc3ccc(NC(C)=O)cc3)cccc2c1=O,nt,nt,nt,-12%,nt,nt,0.9%,nt,0.8%[50 µM],nt,1.8,69,
COc1ccc(OC)c(C(=O)c2coc3ccc(O)cc23)c1,11%,-7,-6,-4%,i,-5,4.1%,-6%,0.2%,-7%,-0.8,89,
CSc1ccccc1NC(=S)NCc1ccc(Cl)cc1,9%,nt,nt,0%,nt,nt,-0.5%,-8%,-0.3%[50 µM],0%,0.3,62,
CCCn1cnc2c(oc3ccccc32)c1=O,-3%,nt,nt,-6%,nt,nt,7.0%,-7%,0.4%[50 µM],-2%,0.0,80,
CCCCC(=O)Nc1ccc(NC(=O)c2ccc3c(c2)OCO3)cc1OC,-5%,1,5,1%,i,3,1.9%,2%,0.4%,-4%,-0.3,60,NS5 inhibitors pilot replicate=4.2
COC(=O)c1ccc(NC(=O)CSc2nc(=O)cc(N)n2-c2ccccc2)cc1,-7%,-2,-5,-10%,i,3,0.9%,-6%,-0.3%,12%,-0.3,101,
O=C(Nc1ccc(OC(F)(F)F)cc1)Oc1ccccc1N1CCCCC1,-13%,nt,nt,nt,nt,nt,2.8%,-4%,nt,-7%,1.0,49,
Cc1cc(C)cc(C(=O)Nc2nnc(SCC(=O)N3CCCc4ccccc43)s2)c1,8%,27,-5,-9%,i,3,13%,10%,2.9%,-14%,4.0,63,
CC(=O)Nc1c(F)c(F)c(F)c(F)c1F,10%,nt,nt,-4%,nt,nt,0.2%,-11%,-0.8%,-5%,2.8,101,
CCC(=O)Nc1ccc(N2CCCCC2)cc1,-13%,9,15,-2%,i,-8,3.3%,-14%,0.5%,18%,-1.0,50,
OCCOCCNc1ncnc2c1cnn2-c1ccccc1,-1%,10,13,4%,i,-1,1.5%,-9%,0.4%,-8%,-0.7,52,
Cc1nn(C)c2ncc(C(=O)c3ccccc3O)cc12,13%,nt,nt,-2%,nt,nt,5.6%,-4%,0.1%,7%,0.7,44,
CCOC(=O)C1CCN(c2c(NCCCN(C)C3CCCCC3)c(=O)c2=O)CC1,-1%,-11,17,-3%,i,-5,0.1%,-9%,-1.1%,-4%,-1.5,62,
C/C=C(\C)C(=O)NCCN1C2=NC[C@@H](C)N2C[C@@H]1Cc1ccc(OC)cc1,7%,-15,7,2%,i,-5,-1.1%,-7%,0.8%,2%,2.4,58,
Cc1cccc(N2CCN(C(=O)CCCOc3ccccc3)CC2)c1C,5%,44,24,1%,i,6,?,-1%,0.3%,-9%,3.9,88,

# Compounds above that have fluorine:
SMILES,AID2073,WT yeast gro inh,WT yeast gro inh mutant strain,NS5 inhibitors,Autophagy HCS,Autophagy HCS cell loss 18 h,RSV CPE inhibition,LYP phosphatase,UTI89 phage lysis,GPR35 antagonists,NTR1 agonist,NTR1 agonist cell count 20 µM,others
O=C(Nc1ccc(OC(F)(F)F)cc1)Oc1ccccc1N1CCCCC1,-13%,nt,nt,nt,nt,nt,2.8%,-4%,nt,-7%,1.0,49,
CC(=O)Nc1c(F)c(F)c(F)c(F)c1F,10%,nt,nt,-4%,nt,nt,0.2%,-11%,-0.8%,-5%,2.8,101,

# (cont.)
SMILES,AID2073,WT yeast gro inh,WT yeast gro inh mutant strain,NS5 inhibitors,Autophagy HCS,Autophagy HCS cell loss 18 h,RSV CPE inhibition,LYP phosphatase,UTI89 phage lysis,GPR35 antagonists,NTR1 agonist,NTR1 agonist cell count 20 µM,others
O=C(Nc1sc2c(c1C(=O)O)CCC2)c1ccc(F)cc1,2%,-1,-10,nt,i,5,11%,1%,0.2%,-6%,-0.3,90,
O=c1c2sc3ccccc3c2[nH]c(=S)n1CCN1CCOCC1,35%,8,14,-8%,i,21,-1.0%,4%,1.2%,-9%,0.9,64,
Cc1cc(C)n(-c2c(F)c(F)c(COC(=O)c3ccccc3)c(F)c2F)n1,-1%,-4,8,-2%,i,-6,-0.9%,-7%,1.8%,21%,3.2,39,
O=C(CSc1ncccc1-c1nc2ccccc2[nH]1)N1CCCCC1,4%,-3,25,-6%,i,6,1.0%,-13%,-0.5%,10%,1.0,52,
Cc1cc(C)c[n+](-c2nc([O-])sc2C=O)c1,2%,0,-7,13%,i,-19,1.4%,-4%,-0.4%[50 µM],18%,-0.7,53,
C/C(=C\C(=O)c1cccnc1)Nc1ccc(O)cc1,-19%,12,-8,-10%,i,3,-1.0%,-12%,0.2%,-7%,4.5,85,
NS(=O)(=O)c1ccc(S(=O)(=O)N(Cc2ccccc2F)CC2CCCO2)cc1 (centres undefined),1%,-5,-12,0%,i,-8,1.4%,-3%,0.8%,4%,0.8,49,
Cc1ccc(NC(=O)C2CCCN(C(=O)Nc3ccc(F)cc3)C2)cc1 (centres undefined),-1%,nt,nt,-4%,nt,nt,2.8%,-8%,-0.3%,-10%,2.0,57,
N=c1c(C(=O)NCCN2CCOCC2)cc2c(=O)n3ccccc3nc2n1Cc1ccc(F)cc1,23%,nt,nt,-1%,nt,nt,-1.3%,-25%,?,-7%,2.3,61,
COc1ccc2[nH]c(=O)c(CN(Cc3cccs3)Cc3nnnn3C(C)(C)C)cc2c1,8%,-3,-1,0%,i,-6,6.7%,2%,0.0%,8%,0.9,50,
CCn1cc(Br)c(C(=O)Nc2sc3c(c2C(N)=O)CCCC3)n1,43%,nt,nt,-1%,nt,nt,1.5%,-18%,1.7%[50 µM],2%,1.2,59,
CC(=O)c1ccc(N2CCN(C(=O)c3ccc(C(=O)c4ccccc4)cc3)CC2)cc1,nt,nt,nt,-2%,nt,nt,1.9%,nt,0.2%[50 µM],nt,0.2,59,
CCN(CC)S(=O)(=O)c1ccc(OC)c(NC(=O)Cn2cnc3c2c(=O)n(C)c(=O)n3C)c1,4%,-9,-11,-13%,i,-3,-1.5%,-5%,-1.8%,13%,0.8,33,
Cc1cc(OCC(=O)N2CCC(O)CC2)c2c(C)cc(=O)oc2c1,25%,nt,nt,7%,nt,nt,0.8%,-5%,0.2%,6%,0.9,49,
Cc1ccc(/C=N/NC(=O)CNC(=O)c2ccc(S(=O)(=O)N3CCCC3)cc2)o1,-3%,-17,-4,-8%,i,1,1.3%,2%,0.2%,12%,0.2,91,
CCN(CC)S(=O)(=O)c1ccc(C(=O)N2CCCCC2)cc1,-1%,7,17,-5%,i,-8,0.5%,-4%,0.1%,-5%,-0.3,73,
CCN(CC)c1ccc(/C=N/Nc2nc(C)cc(C)n2)cc1,-20%,nt,nt,nt,nt,nt,0.8%,-5%,nt,-20%,0.1,50,
CCO[C@@H]1OC(C(=O)NC2CC2)=C[C@H](c2coc3ccccc3c2=O)[C@H]1CCCO,nt,nt,nt,-1%,nt,nt,0.8%,nt,0.5%,nt,-1.6,93,
CCOC(=O)C1=C(CC)OC(N)=C(C#N)C1c1ccc(OC)c(C)c1OC (centres undefined),3%,-9,-19,2%,i,7,4.9%,-2%,4.7%,-3%,2.9,44,
COc1ccc(N=Cc2cccc(C)c2O)cc1Cl,2%,-18,-5,-3%,i,4,0.3%,5%,1.5%,-7%,-1.5,81,
COc1ccc(S(=O)(=O)Nc2ccccc2C(=O)NCc2ccco2)cc1Br,2%,7,-5,4%,i,-4,1.2%,1%,0.0%,9%,-0.6,68,
C/C(=N/NC(=O)c1ccc2nc[nH]c2c1)c1cccs1,-8%,-3,-2,3%,i,9,0.7%,-5%,0.4%,21%,-0.4,38,
COc1cccc(CC(=O)OCC(=O)NC2(C#N)CCCCC2)c1,nt,nt,nt,-2%,nt,nt,-1.5%,nt,1.2%[50 µM],nt,0.4,54,
COc1ccc(NCCNc2ccc(OC)cc2)cc1,-4%,-1,-4,23%,i,1,0.5%,5%,-0.4%,-8%,-1.0,84,
CCn1c(=O)c(C(=O)CN2CCCc3ccccc32)c(N)n(Cc2ccccc2)c1=O,-11%,2,0,-29%,i,-9,41%,1%,-0.1%,10%,0.4,82,NS5 inhibitors pilot replicate=34
CN(C)S(=O)(=O)n1cc(/C=C(\NC(=O)c2ccccc2Cl)C(=O)NCCCN2CCOCC2)c2ccccc21,5%,nt,nt,-2%,nt,nt,-2.0%,-4%,0.2%,11%,-1.4,66,
CC12CCC(C(=O)NCCCN3CCOCC3)(C(Br)C1=O)C2(C)C (centres undefined),2%,nt,nt,4%,nt,nt,-0.1%,-5%,1.3%,2%,1.2,35,
CCCCOc1ccc(C(=O)Nc2ccc3c(c2)OCO3)cc1,23%,-3,-3,7%,i,-5,5.8%,-8%,0.1%,2%,0.3,57,
CN1CCN(C(=O)CSc2nnc(COc3ccccc3)o2)CC1,-9%,nt,nt,-2%,nt,nt,-1.2%,-8%,0.3%,4%,-0.1,53,

# An unsorted share of the library; about 2.6% have a hit in one of these screens.
